# Dyrk1A ADPGlo = Dyrk1A (rat) kinase inhibition | 0.43% of 310,000 active | AID 504441 | inhibition, % at 12.5 µM | Q63470 | ADP-Glo luminescence, NFATc1 peptide; in the data active = inhibition above about 50%;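 note: plate controls were vehicle with enzyme for no effect and no enzyme for full effect; many of its hits are not listed in these tables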
# aSyn UTR inh = 5' untranslated region of α-synuclein, MLPCN primary screen; AID 1813; inhibition, % (tested at 7.5 µM); 0.82% of 300,000 active; alpha-synuclein 5'UTR reporter, inhibitor activity; in the data active = inhibition above about 60%;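 note: H4 neuroglioblastoma cells stably carrying SNCA 5'UTR luciferase fusion; 0% = DMSO wells and 100% = positive control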
# GSK3 alpha inh = blocks human GSK-3 alpha kinase; P49840; ADP-Glo luminescence, 60 min; inhibition, % at 10 µM; 0.1% of 320,000 active;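 in the data active = inhibition above about 50%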;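 note: GST-tagged GSK-3 alpha with peptide substrate and 25 µM ATP; 0% = DMSO neutral wells and 100% = GW8510 positive control wells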
# Target sequence (P49840 whole entry, looked up): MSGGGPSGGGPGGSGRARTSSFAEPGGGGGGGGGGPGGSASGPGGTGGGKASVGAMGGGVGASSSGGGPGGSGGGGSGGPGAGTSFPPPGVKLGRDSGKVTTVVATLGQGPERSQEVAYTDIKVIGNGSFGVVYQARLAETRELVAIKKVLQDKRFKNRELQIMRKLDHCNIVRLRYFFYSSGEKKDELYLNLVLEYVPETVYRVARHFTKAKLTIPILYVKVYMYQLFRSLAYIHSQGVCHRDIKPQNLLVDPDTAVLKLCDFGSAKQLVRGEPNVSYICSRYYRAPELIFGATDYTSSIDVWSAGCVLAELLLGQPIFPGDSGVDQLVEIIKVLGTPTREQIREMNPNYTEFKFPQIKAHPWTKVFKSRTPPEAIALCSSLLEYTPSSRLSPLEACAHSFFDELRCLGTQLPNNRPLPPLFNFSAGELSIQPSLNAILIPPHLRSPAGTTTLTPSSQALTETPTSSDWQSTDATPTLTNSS
# IEC-6 cytotox = kills IEC-6 intestinal cells in KLF5 counter-screen. 0.78% of 290,000 active. IEC-6 cytotoxicity, luminescence viability. inhibition, % at 5 µM; in the data active = inhibition above about 22%;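 note: 0% = plate median of test compound wells and 100% = cytotoxic reference compound wells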
# HSF1 activator = increases HSF-1 driven luciferase reporter signal; NIH3T3-HGL HSF-1 luciferase reporter, MG132, 8 h; 100% = twice DMSO control signal; activation, % at 9 µM; 1.7% of 300,000 active; AID 504408;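 active = mean replicate activation of at least 50% with a set share of replicates each reaching 50%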;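 note: 0% = median of the neutral control wells and 100% = twice that signal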
# KLF5 inhibitor = kruppel-like factor 5 inhibition; DLD-1 KLF5 promoter-luciferase reporter, luminescence; inhibition, % at 5 µM; 0.23% of 290,000 active;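 active = inhibition above a per-plate limit of that plate's mean compound inhibition plus 3 SD, cut at about 60% in these data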;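 note: 0% = DMSO wells and 100% = LY294002 at 200 µM; higher means less KLF5 promoter-driven luciferase light; inactives centre near -14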
# Platelet DG rel = platelet dense granule release activity; 0.22% of 300,000 active; AID 1663; human platelet-rich plasma, SFLLRN dense granule ATP release, luminescence; inhibition, %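 (compounds screened at 7.5 µM in platelet-rich plasma)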;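 active = mean replicate score, as percent of positive control, at or above 50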
# GSK3beta inhib = human GSK3beta kinase inhibition. P49841. GST-GSK3beta kinase, ADP-Glo luminescence, 60 min; active compounds read low. activity score (negative = inhibition), % at 10 µM. 0.038% of 300,000 active;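 active = more than half of replicate wells score below -50%, meaning over 50% inhibition versus plate controls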;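 note: 0% = median DMSO wells and -100% = median GW8510 positive control wells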
# Target sequence (P49841 whole entry, looked up): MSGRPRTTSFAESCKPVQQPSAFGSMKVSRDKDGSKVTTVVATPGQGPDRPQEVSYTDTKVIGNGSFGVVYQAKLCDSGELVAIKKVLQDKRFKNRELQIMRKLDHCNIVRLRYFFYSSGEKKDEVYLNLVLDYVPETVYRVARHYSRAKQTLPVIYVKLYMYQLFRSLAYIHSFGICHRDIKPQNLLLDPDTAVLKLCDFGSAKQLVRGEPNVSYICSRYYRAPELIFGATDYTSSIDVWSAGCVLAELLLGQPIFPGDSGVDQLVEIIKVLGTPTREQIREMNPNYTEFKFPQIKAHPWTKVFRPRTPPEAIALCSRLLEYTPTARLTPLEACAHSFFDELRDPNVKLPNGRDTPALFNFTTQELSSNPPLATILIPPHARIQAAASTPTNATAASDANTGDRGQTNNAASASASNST
#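 Test system: GST-tagged human GSK3beta kinase, cell-free; evaluation: activity score scaled between in-plate DMSO and GW8510 controls; measured by: ADP-Glo luminescence; incubation: 60 min reaction, RT; benchmarks: DMSO and 20 µM GW8510; reagent: peptide substrate plus 25 µM ATP (final); medium: Tris/MgCl2 kinase buffer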
# HSP90 inh = blocks HSP90-mediated luciferase refolding in reticulocyte lysate; Rabbit reticulocyte lysate, luciferase refolding luminescence, 3 h; inhibition, % at 5.6 µM; 0.91% of 290,000 active; AID 1789;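 active = inhibition above the screen-wide mean plus 3 SD, computed separately per campaign, cut at about 16% in these data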;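 note: 0% = DMSO wells and 100% = 60 µM geldanamycin wells; inhibitors lower the luminescence because luciferase stays unfolded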
# HSF1 inhib = HSF1 inhibition; NIH3T3-HGL HSE-luciferase, MG132-induced, luminescence 8 h; active compounds read low; 0.77% of 300,000 active; AID 2098; activity change, negative = inhibition, % at 7.5 µM (by protocol);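 active = more than half of replicate wells show activity change below -50%, luminescence cut by over half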;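 note: luciferase reports HSF-1 transcriptional activity via heat shock element; 0% = median of DMSO wells and -100% = zero luminescence signal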
# * marks the source's active call; other numbers are inactive results; x = no result given. A portion of the library; rates above refer to the full screens.
no.	SMILES	Dyrk1A ADPGlo	aSyn UTR inh	GSK3 alpha inh	IEC-6 cytotox	HSF1 activator
1	CCCN(CCC)c1ncnc2nc[nH]c12	23	41	22	-7	-41
2	Cc1ccc(C(=O)Nc2ccccc2C(=O)N2CC3(C)CC2CC(C)(C)C3)cc1 (stereo not drawn)	-4	-9	-1	5	7
3	CCCCn1c(=N)n(CC(=O)c2ccco2)c2ccccc21	-5	-3	3	2	-7
4	CSc1ccc(N2CCN(CCCNC(=O)Nc3ccccc3F)CC2)cc1	2	15	0	-3	-1
5	CCOC(=O)C1=C(O)C(=O)N(c2ccccc2)C1c1cccc([N+](=O)[O-])c1 (stereo not drawn)	-1	10	-3	0	13
6	CCC(C)C(NS(=O)(=O)c1ccc(C)cc1)C(=O)O (stereo not drawn)	3	-10	-2	-4	0
7	CC(CC(=O)O)CC(=O)Nc1ccccc1C(=O)O (stereo not drawn)	-5	16	-4	-2	-4
8	CCOc1ccc2c(CC)cc(=O)oc2c1OCC	4	34	-3	-4	2

no.	KLF5 inhibitor	Platelet DG rel	GSK3beta inhib	HSP90 inh	HSF1 inhib
1	12	10	-6	-5	-39
2	5	2	2	0	-14
3	-9	-3	-4	1	-5
4	-5	1	3	-2	-10
5	-13	-2	-3	-3	-4
6	-13	9	0	0	3
7	-12	-3	-4	-2	-3
8	-17	10	-3	-2	-4

# Excerpt, compounds 1–8
no.	SMILES	Dyrk1A ADPGlo	aSyn UTR inh	GSK3 alpha inh	IEC-6 cytotox	HSF1 activator
1	CCCN(CCC)c1ncnc2nc[nH]c12	23	41	22	-7	-41
2	Cc1ccc(C(=O)Nc2ccccc2C(=O)N2CC3(C)CC2CC(C)(C)C3)cc1 (stereo not drawn)	-4	-9	-1	5	7
3	CCCCn1c(=N)n(CC(=O)c2ccco2)c2ccccc21	-5	-3	3	2	-7
4	CSc1ccc(N2CCN(CCCNC(=O)Nc3ccccc3F)CC2)cc1	2	15	0	-3	-1
5	CCOC(=O)C1=C(O)C(=O)N(c2ccccc2)C1c1cccc([N+](=O)[O-])c1 (stereo not drawn)	-1	10	-3	0	13
6	CCC(C)C(NS(=O)(=O)c1ccc(C)cc1)C(=O)O (stereo not drawn)	3	-10	-2	-4	0
7	CC(CC(=O)O)CC(=O)Nc1ccccc1C(=O)O (stereo not drawn)	-5	16	-4	-2	-4
8	CCOc1ccc2c(CC)cc(=O)oc2c1OCC	4	34	-3	-4	2

no.	KLF5 inhibitor	Platelet DG rel	GSK3beta inhib	HSP90 inh	HSF1 inhib
1	12	10	-6	-5	-39
2	5	2	2	0	-14
3	-9	-3	-4	1	-5
4	-5	1	3	-2	-10
5	-13	-2	-3	-3	-4
6	-13	9	0	0	3
7	-12	-3	-4	-2	-3
8	-17	10	-3	-2	-4

# Additional compounds:
no.	SMILES	Dyrk1A ADPGlo	aSyn UTR inh	GSK3 alpha inh	IEC-6 cytotox	HSF1 activator
9	CCC(NC(=O)Cc1c(C)c2cc3c(cc2oc1=O)OC(C)(C)CC3)C(=O)O (stereo not drawn)	5	-9	-1	10	5
10	COc1cccc(C2=NOC(C(=O)N3CCOCC3)C2)c1 (stereo not drawn)	4	-101	-2	5	19
11	O=C(CCC(=O)Nc1ccc(F)cc1)N/N=C/c1cccc(Br)c1	2	5	-1	-5	0
12	CCNC(=O)/C(=C/c1ccco1)NC(=O)/C=C/c1ccccc1	-7	9	x	0	11
13	CCc1nnc(NC(=O)CSc2nncc(=O)n2N)s1	-5	21	0	-6	5
14	CC(=O)N1c2ccc(S(=O)(=O)N3CCC(C(=O)N4CCN(c5ccc(Cl)cc5)CC4)CC3)cc2CC1C (stereo not drawn)	-3	2	-1	6	-10
15	COc1ccc2c(=O)c3c(=O)n(-c4ccccc4)c(-c4ccc(C)cc4)nc3oc2c1	6	-79	-1	1	25
16	NS(=O)(=O)c1ccc(CNC(=O)/C=C/c2ccccc2[N+](=O)[O-])cc1	1	19	2	0	-12

no.	KLF5 inhibitor	Platelet DG rel	GSK3beta inhib	HSP90 inh	HSF1 inhib
9	-116	2	-27	-3	2
10	-83	-9	-8	-3	15
11	-44	3	4	3	8
12	-5	-1	3	2	-4
13	-35	-3	2	2	5
14	-10	-6	2	0	1
15	-19	-6	-1	-1	-3
16	6	-4	-3	0	1

no.	SMILES	Dyrk1A ADPGlo	aSyn UTR inh	GSK3 alpha inh	IEC-6 cytotox	HSF1 activator
17	COc1ccc2c(c1)CCc1c(C(=O)N(C)c3ccccc3)noc1-2	-3	-132	-3	10	69*
18	COc1cc(C2c3[nH]c4ccccc4c3C[C@H]3C(=O)N(CCO)CC(=O)N23)cc(OC)c1OC (stereo partly drawn)	x	11	-1	2	0
19	CC1CCN(S(=O)(=O)c2cccc(C(=O)N(C)C3(C)CCS(=O)(=O)C3)c2)CC1 (stereo not drawn)	-5	-1	3	-3	3
20	C=CCn1c(O)c(N=NC(=S)Nc2ccccc2C)c2cc(S(=O)(=O)N3CCOCC3)ccc21	-5	80*	-1	9	15
21	CC(=O)COc1cc(C)cc2oc(=O)c(C)c(C)c12	1	9	1	8	6
22	O=C(NCc1ccccn1)Nc1ccc(Cl)cc1Cl	-5	-97	1	-3	42
23	Cc1ccc(F)cc1NC(=O)Nc1cc(C(C)(C)C)nn1C	x	21	1	-5	3
24	CC(=O)Oc1cc(OC(C)=O)c2c(C)cc(=O)oc2c1	44	-9	14	-5	-14

no.	KLF5 inhibitor	Platelet DG rel	GSK3beta inhib	HSP90 inh	HSF1 inhib
17	-54	-8	-1	2	37
18	2	6	-1	-1	-5
19	-21	-7	0	0	-1
20	3	5	-7	0	-2
21	-14	-3	-5	-2	-7
22	-63	8	4	-6	26
23	-34	-1	1	0	-6
24	-3	0	4	21*	-14

no.	SMILES	Dyrk1A ADPGlo	aSyn UTR inh	GSK3 alpha inh	IEC-6 cytotox	HSF1 activator
25	Nc1nnc(SCc2ccccc2)n1-c1ccccc1	-5	-14	-1	-2	-5
26	CC1(C)CC(N(Cc2cccs2)C(=O)c2ccco2)CCO1 (stereo not drawn)	-6	15	0	0	35
27	Brc1ccc(-c2csc(N3CCCCCC3)n2)cc1	14	-10	0	0	5
28	COc1ccc(CCC(=O)Nc2ccc(C)c(S(=O)(=O)N(C)C)c2)cc1OC	-3	12	-3	2	-3
29	Cc1ccc(OCc2cc(C(=O)N(C)CCc3ccccn3)no2)cn1	1	5	-2	-4	5
30	CC(OC(=O)c1ccc2c(=O)n3c(nc2c1)CCCCC3)C(=O)Nc1ncc(Cl)cc1Cl (stereo not drawn)	-3	7	0	-15	0
31	Cc1cccc(C(=O)N[C@H](C(=O)Nc2nc3ccccc3[nH]2)C(C)C)c1	x	96*	-2	74*	x
32	COCCSc1ccccc1C(=O)N1CCN(c2ccccc2)CC1	-6	0	1	8	-10

no.	KLF5 inhibitor	Platelet DG rel	GSK3beta inhib	HSP90 inh	HSF1 inhib
25	-12	3	0	3	-5
26	-15	-1	2	2	8
27	8	6	-3	-1	1
28	-9	-1	3	-1	-6
29	-11	2	1	-2	0
30	-6	2	-2	7	-5
31	17	-36	2	-3	x
32	6	4	5	-2	-1

no.	SMILES	Dyrk1A ADPGlo	aSyn UTR inh	GSK3 alpha inh	IEC-6 cytotox	HSF1 activator
33	Cc1cc2[nH]c(=O)c3ccccc3n2n1	14	20	0	6	54*
34	CSc1nnnn1-c1ccc(C(=O)OCC(=O)N2CCOCC2)cc1	1	5	10	-4	-9
35	CNCc1cc(Br)c(OCC(=O)Nc2ccccc2OC)c(OC)c1	32	11	2	1	13
36	N=C(c1ccc([N+](=O)[O-])cc1)N1CCCCC1	1	-13	-2	1	10
37	Cc1ccc(S(=O)(=O)CCC(=O)Nc2nnc(-c3ccco3)o2)cc1	4	-20	-2	x	5
38	NC1=C(O)C(=O)C(c2ccccc2)O1 (stereo not drawn)	-2	1	-3	-6	5
39	Cc1cc(Cn2nc(-c3ccccc3)cc2C(=O)NCc2cccc(Br)c2)on1	12	18	-3	x	8
40	Cc1oc(S(=O)(=O)N2CCOCC2)cc1C(=O)Nc1ccc(Cl)cc1	2	12	-1	0	1

no.	KLF5 inhibitor	Platelet DG rel	GSK3beta inhib	HSP90 inh	HSF1 inhib
33	-30	0	-5	-1	29
34	0	0	-1	5	2
35	-8	1	0	3	6
36	11	-11	0	0	-9
37	x	-15	3	x	-4
38	-18	8	0	-2	0
39	x	2	4	x	10
40	-25	-3	2	5	-4

no.	SMILES	Dyrk1A ADPGlo	aSyn UTR inh	GSK3 alpha inh	IEC-6 cytotox	HSF1 activator
41	Cc1ccc(C(=O)Nc2cccc3ncccc23)cc1[N+](=O)[O-]	2	8	2	-4	23
42	CCOC(=O)c1c(C)sc(Sc2ccc(Cl)cc2[N+](=O)[O-])c1OC	-3	27	1	-6	26
43	CCOc1cccc(NC(=O)c2ccc(S(=O)(=O)N(C)C)cc2)c1	1	x	1	3	x
44	COC(=O)C(NC(=O)c1ccc(Cl)cc1)(Nc1nc(C)cs1)C(F)(F)F (stereo not drawn)	2	5	0	2	-6
45	Cc1ccn2cc(CCNS(=O)(=O)c3ccc(F)c(C(F)(F)F)c3)nc2c1	-1	-24	2	-1	-9
46	O=C(Nc1ccc2c(c1)OCCO2)c1ccc2nccnc2c1	9	-21	-2	1	23
47	Cc1cccc(NC(=O)C2=C(O)c3ccccc3N(C)S2(=O)=O)c1	-1	-3	-1	9	4
48	c1ccc(NCc2cccc3ccccc23)nc1	1	19	1	1	27

no.	KLF5 inhibitor	Platelet DG rel	GSK3beta inhib	HSP90 inh	HSF1 inhib
41	-6	0	-2	-4	5
42	-34	2	1	2	5
43	-7	x	x	-1	x
44	-12	-1	1	0	0
45	-6	1	1	0	3
46	-108	16	-2	14	-6
47	13	4	-21	1	4
48	-5	-4	0	0	12

no.	SMILES	Dyrk1A ADPGlo	aSyn UTR inh	GSK3 alpha inh	IEC-6 cytotox	HSF1 activator
49	CCOc1ccc(S(=O)(=O)NCCC(=O)OCC(=O)Nc2cc(C)on2)cc1	3	-3	-2	-1	6
50	COc1ccc(CCNC(=O)CSc2nnc3ccccn23)cc1	-6	-3	1	-3	-3
51	O=c1[nH]cnc2cc(Cl)ccc12	24	5	2	3	-17
52	NS(=O)(=O)c1ccc(NC(=O)COC(=O)C2CCCCC2)cc1	3	4	0	-2	6
53	O=C(NCC1CCCO1)Nc1ccccc1 (stereo not drawn)	2	-7	1	-7	20
54	O=C(Nc1nnc(SCc2ccc(F)cc2)s1)c1cnccn1	-2	26	-2	0	2
55	CCCn1cc(SCC(=O)NCc2ccco2)c2ccccc21	-2	-14	1	-6	16
56	Cc1ccc(C)c(NC(=O)COC(=O)CCC(=O)c2cccs2)c1	7	-5	-10	-1	-4
57	COCCNCc1ccc(Cl)cc1Cl	-2	8	-2	-5	3
58	Cc1nn(CCc2n[nH]c(=S)n2-c2ccc(F)c(Cl)c2)c(C)c1[N+](=O)[O-]	-4	-5	0	4	-12

no.	KLF5 inhibitor	Platelet DG rel	GSK3beta inhib	HSP90 inh	HSF1 inhib
49	0	1	-5	0	-4
50	-26	5	-1	1	-10
51	-48	x	x	3	-6
52	-3	-7	1	-2	5
53	-17	-2	2	4	-6
54	-1	6	3	2	4
55	-19	-4	-25	-2	3
56	-20	-4	1	-2	-1
57	-23	0	-1	-2	8
58	-8	1	-5	2	4
